LANA DNA inh = blocks KSHV LANA C-terminal domain binding to DNA; MBP-C-LANA/FAM-LBS DNA binding, fluorescence polarization; 340,000 tested, 0.078% active; inhibition, % at 9 µM; AID 504423;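 active means highest replicate inhibition at or above 60% at 9 µM, even if other replicates fall short; inactive means all replicates below 60% inhibition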;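 further: 0% = neutral control wells and 100% = 4 µM acridine orange control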
Cardiac RTF inh = cardiac RTF calcium desensitization. P19429+P45379. IANBD-labeled cardiac RTF, Ca2+ fluorescence. inhibition, % at 7.15 µM. 340,000 tested, 0.12% active. AID 493244;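 active means inhibition above the mean inhibition of all tested compounds plus 3 SD, cut at about 17% in these data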;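 further: assay run at fixed EC70 calcium of 1.6 mM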
PvdQ inh = P. aeruginosa PvdQ acylase inhibition; purified PvdQ acylase, fluorescence plate reader; inhibition, % at 10 µM; 340,000 tested, 0.063% active; AID 488965; in the data active means inhibition above about 30%, passing the limit was not always enough; inconclusive means no clear call, values can overlap the other calls;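 further: 0% = vehicle neutral wells and 100% = reference inhibitor wells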
PfHsp90 set2 = growth inhibition of yeast expressing Plasmodium Hsp90 | S. cerevisiae expressing PfHsp90, BacTiter-Glo ATP, 48 h; yeast lacking PDR1 and PDR3 efflux regulators | inhibition, % at 9.4 µM | 310,000 tested, 0.32% active | AID 504621;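 active means every replicate shows inhibition above about 80%, whatever the replicate mean, limit read from the data; inconclusive means mean inhibition reaches the set limit but some replicate falls short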;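 further: 0% = DMSO neutral controls and 100% = 20 µM radicicol positive controls; yeast relying on Plasmodium falciparum Hsp90 in place of its own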
SUMO Mot1 rescue = blocks SUMOylation pathway, rescuing yeast Mot1-301 growth. S. cerevisiae Mot1-301 growth rescue, ATP luminescence, 38.5C; percent above DMSO median, 100 means doubled. growth rescue, % at 18.8 µM. 320,000 tested, 1% active;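 active means every valid replicate shows activation above 250% relative to neutral control wells; inactive means the rest, any valid replicate at or below 250%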;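 further: OY570 slx delta 5 strain wells were the positive control but not used for scaling; some compounds called inactive have numbers as strong as hits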
Rtt109 HAT inh = blocks Candida albicans Rtt109/Vps75 acetyltransferase activity. purified Rtt109/Vps75, ThioGlo CoA-SH fluorescence, 4 h. inhibition, % at 34.9 µM. 330,000 tested, 0.16% active;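 active means inhibition of at least 50% in every replicate; inconclusive means best replicate reaches 50% inhibition but some replicates fall short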
Target sequence (Q5AAJ8 whole entry, looked up): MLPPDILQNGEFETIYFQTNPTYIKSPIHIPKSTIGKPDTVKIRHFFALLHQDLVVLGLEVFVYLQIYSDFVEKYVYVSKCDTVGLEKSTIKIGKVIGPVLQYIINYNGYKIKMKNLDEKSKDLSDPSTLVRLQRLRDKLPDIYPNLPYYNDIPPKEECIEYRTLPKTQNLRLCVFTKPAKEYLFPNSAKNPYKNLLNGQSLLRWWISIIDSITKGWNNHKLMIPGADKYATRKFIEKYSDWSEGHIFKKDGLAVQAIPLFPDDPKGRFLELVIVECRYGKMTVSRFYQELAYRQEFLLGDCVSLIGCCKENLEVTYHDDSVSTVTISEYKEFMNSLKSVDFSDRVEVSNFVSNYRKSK
RTF Ca sens act = cardiac RTF calcium sensitization; 340,000 tested, 0.24% active; AID 493008; IANBD-labeled TnC RTF fluorescence at EC20 calcium; 0% EC20 calcium, 100% full calcium; activation, % at 7.2 µM; P19429+P45379;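 active means activation above the mean over all tested compounds plus 3 SD, cut at about 30% in these data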;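 further: rise in fluorescence read as greater calcium sensitivity of cardiac thin filaments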
dFosB act = enhances mouse delta FosB homodimer DNA binding. activation, % at 25 µM. 340,000 tested, 0.99% active. AID 493131. purified delta FosB, TAMRA-CDK5 oligo fluorescence polarization; percent of positive-control signal above neutral wells. P13346;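 active means mean activation above about 17%, with every replicate also reaching it, limit read from the data, passing the limit was not always enough; inconclusive means only one of the two conditions met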;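 further: fluorescence polarization rise as delta FosB binds a TAMRA Cdk5 AP-1 oligo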
CDK5 p35 inh = inhibitors of human CDK5/p35 kinase. inhibition, % at 10 µM. Recombinant CDK5/p35, ADP-Glo luminescence, 60 min. Q00535+Q15078. 330,000 tested, 0.01% active;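 active means highest replicate inhibition of at least 50% and at least 75% of replicates reaching 50%; inconclusive means only one of the two criteria met; inactive means both criteria failed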;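 further: plate controls were DMSO neutral control for no effect and GW8510 at 10 µM for full effect; many of its hits are not listed in these tables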
Target sequence (Q00535 whole entry, looked up): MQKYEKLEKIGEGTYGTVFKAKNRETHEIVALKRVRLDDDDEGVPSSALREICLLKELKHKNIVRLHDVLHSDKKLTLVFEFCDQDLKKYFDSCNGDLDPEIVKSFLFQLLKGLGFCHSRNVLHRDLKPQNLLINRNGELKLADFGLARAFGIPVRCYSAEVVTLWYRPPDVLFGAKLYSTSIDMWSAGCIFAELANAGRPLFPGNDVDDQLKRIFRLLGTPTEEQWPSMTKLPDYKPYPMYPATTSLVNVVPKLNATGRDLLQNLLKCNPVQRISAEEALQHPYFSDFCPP
Target sequence (Q15078 whole entry, looked up): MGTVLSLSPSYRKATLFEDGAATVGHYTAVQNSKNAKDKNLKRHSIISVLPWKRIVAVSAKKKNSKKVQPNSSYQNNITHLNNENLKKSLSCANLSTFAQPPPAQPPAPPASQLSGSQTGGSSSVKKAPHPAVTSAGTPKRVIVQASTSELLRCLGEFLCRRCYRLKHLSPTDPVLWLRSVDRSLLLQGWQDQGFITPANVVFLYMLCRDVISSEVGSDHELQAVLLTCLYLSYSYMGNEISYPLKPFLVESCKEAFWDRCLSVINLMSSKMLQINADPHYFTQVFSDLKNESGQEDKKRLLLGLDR
NSD2 inh = inhibitors of human histone methyltransferase NSD2; O96028; NSD2 peptide methylation, AlphaScreen, 120 min; inhibition, % at 12.5 µM; 310,000 tested, 0.54% active; AID 743445; in the data active means inhibition above about 50%
Keap1-Nrf2 PPI = inhibitors of human Keap1-Nrf2 protein-protein interaction; Q14145; Keap1 Kelch-Nrf2 peptide fluorescence polarization, 1536-well; inhibition, % at 9.4 µM; 340,000 tested, 0.15% active; in the data active means inhibition above about 12%; inconclusive means no clear call, values can overlap the other calls; inactive means below about 7.3%;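 further: human Keap1 Kelch domain with fluorescein labeled Nrf2 9mer peptide probe; 0% = neutral control wells and 100% = peptide positive control; higher means more block of Keap1 binding to Nrf2 peptide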
Active calls of the source: *; ? = inconclusive; nt = not tested or not shown.

SMILES	LANA DNA inh	Cardiac RTF inh	PvdQ inh	PfHsp90 set2	SUMO Mot1 rescue	Rtt109 HAT inh	RTF Ca sens act	dFosB act	CDK5 p35 inh	NSD2 inh	Keap1-Nrf2 PPI
COc1ccc(-n2c(C)nnc2SCC(=O)NC2CC2)cc1	-0.3	13	5	-3	5	-7	2	2	-0.7	2	3
O=C(Oc1cc2oc(=O)c3c(c2cc1Cl)CCCC3)c1ccco1	-0.7	2	-8	-6	96	-97	-7	-11	nt	-1	0
COc1cccc(-c2nc(CS(=O)(=O)CC(=O)NCCc3ccccc3)c(C)o2)c1	1.0	-6	-2	17	3	11	3	1	0.4	-1	2
O=C(CSc1nnc2sc3ccccc3n12)NCc1ccco1	1.3	-12	-14	0	12	-3	-6	-2	-5.4	0	0
O=C(NCCCN1CCOCC1)c1nn2c(C(F)(F)F)cc(-c3ccco3)nc2c1Cl	0.7	-1	-5	13	5	1	-3	-1	-0.6	6	-1
NS(=O)(=O)c1ccc(NC(=O)COC(=O)CCC2CCCCC2)cc1	-1.5	1	-20	3	nt	-7	3	-4	-8.1	1	-3
CCOc1ccc(-n2c(=O)cc(N3CCN(c4ccccc4)CC3)[nH]c2=O)cc1	-0.5	4	-9	36	2	-6	6	-6	-0.4	7	-5
N#Cc1cnc(NOCc2ccc(Cl)cc2)nc1	5.6	5	2	0	70	3	-1	-6	1.5	-2	7
Cc1ccc(Nc2nc(CSc3n[nH]c(N)n3)cs2)cc1	-0.5	-7	-12	16	8	-1	-3	-4	0.2	3	-2
CCN(CC)CCCNC(=O)C(C)n1nc(C)c2sc3ccccc3c2c1=O (centres undefined)	2.1	10	-11	9	22	-3	-5	-2	-2.2	0	6
O=C(Nc1ccc(NC(=S)NC(=O)c2ccccc2Cl)cc1)c1cccc(Cl)c1	-2.1	-7	-8	-19	48	-6	0	0	-0.1	0	-1
Cc1[nH]c2ccc(-c3nnc(SCC(=O)c4ccccc4F)o3)cc2c1C	4.6	-5	-15	-24	8	2	2	-8	-0.6	-7	-4
COc1ccc(C(=O)Nc2cc(C)cc(C)c2)cc1S(=O)(=O)N1CCOCC1	-0.7	-7	-16	-2	-2	10	9	-13	0.1	-3	-1
CCOC(=O)c1c(-c2ccc(OC)cc2)csc1NC(=O)CSc1nnc(C)c(=O)[nH]1	-1.6	-7	-5	-4	7	2	0	-6	1.3	1	-5
C/C=C/C=N/Nc1nc(C)cc(=O)[nH]1	2.3	2	-15	-10	-6	0	0	9	0.4	-1	-3
O=C(COc1ccc(Cl)cc1Br)NCC(c1ccco1)N1CCCC1 (centres undefined)	1.4	-5	-6	-14	4	-14	-2	-4	-0.5	-1	-8
CC1Cc2ccccc2N1C(=O)COC(=O)c1ccc(Cl)c(S(=O)(=O)N2CCOCC2)c1 (centres undefined)	-3.8	-8	13	7	-9	0	-2	-2	-1.2	0	?
O=C(COc1cccc(C(F)(F)F)c1)N1CCN(c2ccc(O)cc2)CC1	1.9	-2	-11	25	-7	0	0	-8	0.6	-1	-2
CCOc1ccc(S(=O)(=O)N2CCOCC2)cc1NC(=O)CSCC(=O)Nc1cccc(C)c1	-1.4	2	-7	-8	-8	3	1	-4	0.8	0	3
CN(NC(=O)c1ccccc1)c1nc2ccccc2nc1C(F)(F)F	-2.1	-3	-10	23	30	9	6	6	0.0	0	-2
CCOC(=O)N1CCN(c2cc3[nH]c(=S)[nH]c3cc2F)CC1	-1.0	-2	-17	-2	400*	16	1	3	5.3	-1	-8
N#Cc1c(N)nc2c(c1N)CC(COc1ccccc1)O2 (centres undefined)	-3.4	-3	-4	2	-6	-8	-6	4	0.0	nt	5
Cc1ccc(S(=O)(=O)NCC2(c3ccccc3)CCN(C)CC2)cc1	0.4	1	2	9	0	8	-2	-5	6.1	12	-1
CO/N=C/C(C#N)c1ncc(C(F)(F)F)cc1Cl (centres undefined)	-2.9	-10	-8	2	-1	3	-4	1	2.1	0	2
Cc1ccccc1-n1ncc2c1CC(C)(C)CC2NC(=O)c1snnc1C (centres undefined)	-2.6	2	-4	-43	4	4	-4	-7	0.3	-7	-2
O=C(Nc1ccccc1F)C1CCN(S(=O)(=O)c2cccc3nonc23)CC1	-0.2	0	-12	19	16	3	-1	1	-1.6	-1	-3
COC(=O)c1ccc(NC(=O)C2CCCN2C(=O)Nc2cccc(C(C)=O)c2)cc1 (centres undefined)	-0.1	-3	-8	-4	nt	-1	-4	-3	1.1	nt	-7
Cc1cccc(C)c1OCC(=O)N=Nc1c(O)[nH]c2ccc(Br)cc12	0.9	-6	-13	-19	5	5	3	?	-10	1	-4
CN1CCN(C(=O)C23CCC(C)(c4nc5ccccc5nc42)C3(C)C)CC1 (centres undefined)	0.6	-11	-6	47	11	8	-1	3	-0.8	1	2
Cc1c(C(=O)N(C)CCc2cnn(C)c2)oc2c(F)cccc12	0.5	-7	-18	9	-7	-2	1	1	0.5	-1	-3
CC1CN(c2ncnc3c2cnn3-c2ccc(Cl)cc2)CC(C)O1 (centres undefined)	0.8	-3	-17	-12	-12	-2	-8	-10	-0.6	nt	-2
Clc1cccc(CSc2nccn2-c2ccccc2)c1	-0.4	-9	0	nt	-18	1	-4	2	-2.7	1	1
COc1ccccc1CNCCS(=O)(=O)NCc1ccccc1	-1.9	-11	-7	-22	nt	-3	-2	-2	-0.6	nt	-7
COc1ccc(CNC(=O)[C@H](C)NC(=O)C2CC(=O)N(c3ccc4c(c3)OCO4)C2)cc1 (some centres undefined)	-1.7	-7	7	-10	-20	13	-1	2	nt	-2	2
O=C(O)C1C2C=CC(C2)C1C(=O)Nc1ccc2c(c1)OCCO2 (centres undefined)	1.3	-2	-4	nt	7	-4	6	-7	1.5	nt	-3
Cc1ccc(Nc2nc(CSc3nnnn3-c3ccccc3)cs2)cc1	0.0	0	-9	nt	14	-2	0	-1	-1.0	6	-3
Cc1c(C)n(Cc2ccc(F)cc2)c2ccc(C(=O)NCCN3CCOCC3)cc12	0.0	-3	-15	18	-10	9	0	-14	-2.0	nt	-4
CCOc1ccc(N(CC(=O)Nc2c(C)cccc2C)S(=O)(=O)c2c(C)[nH]c(=O)[nH]c2=O)cc1	0.1	-8	10	-11	-3	3	-1	-10	-0.5	1	-5
CCNC(=O)CSc1nc2sccc2c(=O)n1-c1ccccc1	1.2	-3	3	5	110	10	-6	-5	0.3	-6	-6
Cc1cc(CNC(=O)C2(C(F)(F)F)C/C(=C\CCO)CCCO2)nn1C (centres undefined)	-0.4	3	-6	7	-8	6	4	-6	1.7	nt	-5
Cc1ccc(C(=O)Nc2ccccc2C(=O)N2CCCC(C)C2)cc1 (centres undefined)	-0.8	-7	4	25	-12	6	2	-6	0.5	-2	4
O=C(Nc1ccc(Oc2cccnc2)cc1)C1CCN(Cc2cccc(Cl)c2)CC1	-1.9	2	2	1	78	6	-3	-9	-2.8	3	-7
O=C(Cc1c(F)cccc1Cl)N1CCN(S(=O)(=O)c2cccc(F)c2)CC1	1.3	6	-7	32	-4	-4	-3	-9	-2.2	-1	3
N#CC1=C(N)Oc2n[nH]c(-c3ccc(F)cc3)c2C1c1cccc(OC(=O)N2CCOCC2)c1 (centres undefined)	-0.8	-6	0	6	197	7	-1	-14	1.4	-1	-1
COc1ccccc1CNC(=O)c1ccc(CS(=O)(=O)c2ccccc2OC)o1	1.1	-13	-10	1	30	-5	3	0	0.1	nt	0
CC1(C)Oc2cc3oc(-c4cc(O)cc(O)c4)cc3cc2CC1O (centres undefined)	-0.3	-7	-15	14	7	-11	2	0	0.7	nt	-2
CCOC(=O)c1c(NC(=O)CN2C(=O)NC(C)(c3ccc(OC(F)F)cc3)C2=O)sc(C)c1C (centres undefined)	0.4	5	-3	2	-20	-6	0	-5	-1.4	-1	-2
O=C(COc1cc(F)ccc1[N+](=O)[O-])Nc1ccc(N2CCOCC2)cc1	-0.7	1	-11	-20	10	-1	2	2	-0.8	-8	-2
CCn1c(SCC(=O)N2CCN(C)CC2)nc2c1c(=O)n(C)c(=O)n2C	-0.6	-28	-12	-46	163	10	-1	-4	3.5	-1	-4

Entries listed so far that have an aryl methoxy group:
SMILES	LANA DNA inh	Cardiac RTF inh	PvdQ inh	PfHsp90 set2	SUMO Mot1 rescue	Rtt109 HAT inh	RTF Ca sens act	dFosB act	CDK5 p35 inh	NSD2 inh	Keap1-Nrf2 PPI
COc1ccc(-n2c(C)nnc2SCC(=O)NC2CC2)cc1	-0.3	13	5	-3	5	-7	2	2	-0.7	2	3
COc1cccc(-c2nc(CS(=O)(=O)CC(=O)NCCc3ccccc3)c(C)o2)c1	1.0	-6	-2	17	3	11	3	1	0.4	-1	2
COc1ccc(C(=O)Nc2cc(C)cc(C)c2)cc1S(=O)(=O)N1CCOCC1	-0.7	-7	-16	-2	-2	10	9	-13	0.1	-3	-1
CCOC(=O)c1c(-c2ccc(OC)cc2)csc1NC(=O)CSc1nnc(C)c(=O)[nH]1	-1.6	-7	-5	-4	7	2	0	-6	1.3	1	-5
COc1ccccc1CNCCS(=O)(=O)NCc1ccccc1	-1.9	-11	-7	-22	nt	-3	-2	-2	-0.6	nt	-7
COc1ccc(CNC(=O)[C@H](C)NC(=O)C2CC(=O)N(c3ccc4c(c3)OCO4)C2)cc1 (some centres undefined)	-1.7	-7	7	-10	-20	13	-1	2	nt	-2	2
COc1ccccc1CNC(=O)c1ccc(CS(=O)(=O)c2ccccc2OC)o1	1.1	-13	-10	1	30	-5	3	0	0.1	nt	0

High-throughput results as filed in PubChem.
